HSP90 refold inh: blocks HSP90-mediated luciferase refolding in reticulocyte lysate; inhibition, % at 5.6 µM; AID 1789; Rabbit reticulocyte lysate, luciferase refolding luminescence, 3 h; 0.91% of 290,000 active;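 active = inhibition above the screen-wide mean plus 3 SD, computed separately per campaign, cut at about 16% in these data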;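 note: 0% = DMSO wells and 100% = 60 µM geldanamycin wells; inhibitors lower the luminescence because luciferase stays unfolded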
HSF1 inhib: HSF1 inhibition. NIH3T3-HGL HSE-luciferase, MG132-induced, luminescence 8 h; stronger effect = lower value. activity change, negative = inhibition, % at 7.5 µM (by protocol). 0.77% of 300,000 active;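 active = more than half of replicate wells show activity change below -50%, luminescence cut by over half; inconclusive = some wells, but at most half, below -50%; inactive = no replicate well below -50%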;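 note: luciferase reports HSF-1 transcriptional activity via heat shock element; 0% = median of DMSO wells and -100% = zero luminescence signal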
aSyn UTR inh: 5' untranslated region of α-synuclein, MLPCN primary screen | alpha-synuclein 5'UTR reporter, inhibitor activity | inhibition, % (tested at 7.5 µM) | 0.82% of 300,000 active; in the data active = inhibition above about 60%; inconclusive = no clear call, values can overlap the other calls;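 note: H4 neuroglioblastoma cells stably carrying SNCA 5'UTR luciferase fusion; 0% = DMSO wells and 100% = positive control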
Platelet DG rel: platelet dense granule release activity; AID 1663; inhibition, %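 (compounds screened at 7.5 µM in platelet-rich plasma)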; 0.22% of 300,000 active; human platelet-rich plasma, SFLLRN dense granule ATP release, luminescence;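 active = mean replicate score, as percent of positive control, at or above 50; inconclusive = mean below 50 but at least one replicate at or above 50; inactive = mean and every replicate below 50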
HSF-1 act: increases HSF-1 driven luciferase reporter signal | NIH3T3-HGL HSF-1 luciferase reporter, MG132, 8 h; 100% = twice DMSO control signal | activation, % at 9 µM | 1.7% of 300,000 active;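 active = mean replicate activation of at least 50% with a set share of replicates each reaching 50%; inconclusive = only one of those two conditions met; inactive = mean below 50% and too few replicates reaching it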;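 note: 0% = median of the neutral control wells and 100% = twice that signal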
AI-2 QS mod: Vibrio harveyi AI-2 quorum sensing modulation; Vibrio harveyi JMH597 AI-2 luminescence/OD600 ratio, 9 h; stronger effect = lower value; strain lacks LuxN and CqsS sensors; 0 = neutral-control median; activity change, % at 7.5 µM; 0.4% of 300,000 active; AID 2094; in the data active = activity change below about -75%, passing the limit was not always enough; inconclusive = no clear call, values can overlap the other calls;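 note: luminescence divided by OD600 gain over 9 h not by final OD600 alone; inactives centre near 13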
SKKanGAS inh: inhibitors of SKKanGAS S. pyogenes growth in kanamycin (SK-promoter or general growth effect); inhibition, % at 7.5 µM; BacTiter-Glo, 6 h; 1.3% of 300,000 active; AID 1662;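 active = mean replicate score, as percent of positive control median, at least 50; inconclusive = mean below 50 but one replicate at or above 50; inactive = mean and every replicate below 50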;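 note: strain carries kanamycin resistance gene driven by streptokinase promoter and grows in 40 µg/ml kanamycin; loss of luminescence reflects streptokinase promoter inhibition or plain growth inhibition; 0% = median of DMSO wells and 100% = positive control at its reference dose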
HIF activator: HIF pathway transcriptional activation. U2OS HRE-luciferase reporter, luminescence; normalized: DMSO 0%, desferrioxamine 100%. activation, % at 7.5 µM (by protocol). 0.32% of 300,000 active. AID 1910;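 active = mean activation of at least 10% of the iron chelator positive control signal, with at least half of replicates also reaching 10%; inconclusive = mean and replicate majority disagree about reaching 10%; inactive = mean and most replicates under 10%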
KLF5 inh: inhibitors of KLF5 expression; DLD-1 KLF5 promoter-luciferase reporter, luminescence; inhibition, % at 5 µM; 0.23% of 290,000 active;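 active = inhibition above a per-plate limit of that plate's mean compound inhibition plus 3 SD, cut at about 60% in these data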;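 note: 0% = DMSO wells and 100% = LY294002 at 200 µM; higher means less KLF5 promoter-driven luciferase light; inactives centre near -14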
IEC-6 cytotox: IEC-6 cytotoxicity, counter-screen for KLF5 inhibitors; luminescence viability; inhibition, % at 5 µM; 0.78% of 290,000 active; AID 1825; in the data active = inhibition above about 22%;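 note: 0% = plate median of test compound wells and 100% = cytotoxic reference compound wells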
An asterisk follows results filed as active; u = inconclusive; x = not tested or not shown.

SMILES	HSP90 refold inh	HSF1 inhib	aSyn UTR inh	Platelet DG rel	HSF-1 act	AI-2 QS mod	SKKanGAS inh	HIF activator	KLF5 inh	IEC-6 cytotox
CCc1ccc(NC(=O)C(C)OC(=O)c2ccc(-n3cnnn3)cc2)cc1 (stereo not given)	x	1	-2	-13	-4	13	-4	-0.3	x	x
CCN1C(=O)N[C@@H](c2cccs2)C(C(=O)OC)=C1C	x	1	20	-1	-7	26	1	-0.8	x	x
O=C(CSc1ccc(-c2ccc3c(c2)OCO3)nn1)Nc1nccs1	3	14	30	1	10	6	-4	-0.2	-2	9
COc1ccc(/C=C(/NC(=O)c2cccc([N+](=O)[O-])c2)C(=O)O)cc1	-2	0	20	2	11	3	-1	0.5	-40	2
Cc1ccc(CCNC(=O)C2CCCN2S(=O)(=O)c2ccc3c(c2)CCC(=O)N3)cc1 (stereo not given)	3	-3	-17	-9	-5	26	0	0.2	6	-6
O=C(NC(=S)Nc1cnc2ccccc2c1)c1ccccc1	3	9	-171	2	40	30	-6	0.5	-71	1
O=C(Cc1ncon1)Nc1ccc(F)c(F)c1F	0	-6	-6	1	-2	43	0	0.1	-13	-5
COc1cc(-c2nnn(CC(=O)NCc3ccccc3)n2)cc(OC)c1OC	-2	-5	8	-2	-1	23	-4	-0.2	-13	6
N#CCc1ccc(NC(=O)c2ccc(S(=O)(=O)N3CCOCC3)cc2)cc1	-3	-6	21	-2	-8	5	30	-0.1	-15	-2
Cc1ccc(S(=O)(=O)N/N=C/c2ccc(OCC(=O)N3CCOCC3)cc2)cc1	-1	0	6	4	-14	13	-8	-0.1	-40	1
O=C1NCCN1C(=O)c1cccc(Cl)c1	1	-10	-6	x	-23	x	3	0.4	-10	1
COC(=O)c1sc2nc(-c3ccco3)ccc2c1N	1	39	-236	-1	56*	17	1	1.9	-4	-21
COc1ccc(-n2nc(C(=O)NCC(=O)NCc3ccco3)c3ccccc3c2=O)cc1Cl	2	-5	27	2	-2	3	4	-0.1	-15	3
C=CCn1c(CCCNC(=O)c2ccccc2OC)nc2ccccc21	-1	-7	6	-12	-20	35	0	-0.2	-34	1
CCOC(=O)c1c(N)sc2c1CCC1C(=O)N(C3CCCCC3)C(=O)C21 (stereo not given)	3	6	-56	-2	7	14	8	1.0	10	4
O=C(Cn1nnc(-c2ccc3c(c2)OCO3)n1)N1CCOCC1	5	-4	10	6	9	4	3	0.5	-19	3
COc1cc(C=C(C(C)=O)C(C)=O)ccc1O	-1	16	10	x	22	5	5	0.1	-18	-5
CC1(C)Cc2nc3oc4c(=O)n(CC(=O)Nc5ccc(Cl)cc5)cnc4c3cc2CO1	-5	-1	13	-3	9	7	2	0.5	-2	3
CCS(=O)(=O)N1CCC(N2CCN(c3ccccc3)CC2)CC1	-2	-4	2	3	-2	11	15	-1.2	-42	1
COc1ccc(-n2c(O)c(/C=C3\C=Nc4ccccc43)c(=O)[nH]c2=O)cc1	4	9	-8	-2	27	8	3	-0.1	-39	4
CCN(CC)CCNC(=O)c1cc([N+](=O)[O-])c(N(C)C)cc1OC	0	-1	-2	5	-2	28	-6	0.3	-25	-3
O=C(Nc1c(C(=O)N2CCCCC2)cnn1-c1ccccc1)c1ccco1	0	-6	-27	-4	11	2	-6	0.0	0	1
COc1ccccc1C(=O)NCCC(=O)NCCc1ccccc1	-2	-1	-56	8	12	21	-3	1.0	-24	8
Cc1ccc(NC(=O)CCc2nc3ccccc3c(=O)[nH]2)cc1S(=O)(=O)N1CCOCC1	x	6	2	-5	-5	10	-16	0.2	x	x
Nc1nc2c3ccccc3nc(C3CC3)n2n1	1	-9	37	-21	-3	37	-6	-0.1	-18	-1

Carrying on.
SMILES	HSP90 refold inh	HSF1 inhib	aSyn UTR inh	Platelet DG rel	HSF-1 act	AI-2 QS mod	SKKanGAS inh	HIF activator	KLF5 inh	IEC-6 cytotox
COc1ccc(CCNCc2ccc(OCC(=O)N3CCCCC3)c(OC)c2)cc1OC	2	-9	-6	u	-20	18	-7	-0.2	-11	-2
COc1ccc(Nc2c3c(nc4ccccc24)CCCC3)cc1OC	1	8	-21	-9	9	6	-36	-0.5	-34	5
CN(c1ccccc1C(=O)Nc1ccc(F)c(Cl)c1)S(C)(=O)=O	-2	4	-17	-3	31	11	-7	0.1	-5	-3
COc1ccc2cc([C@H](C)C(=O)N(C)Cc3ccccc3N3CCCC3)ccc2c1	4	4	13	-2	-6	11	12	0.3	19	0
Cc1cccc2cc(/C=N/NC(=O)c3ccccc3O)c(Cl)nc12	-1	3	-31	4	5	15	0	1.4	-10	0
S=C(Nc1ccc(Br)cc1)N1CCN(C2CCCCC2)CC1	0	12	11	-12	8	-11	-8	-0.3	-32	-3
O=C(Cc1cccc(C(F)(F)F)c1)NCC(=O)Nc1cc(Cl)ccc1Cl	3	10	1	-1	35	16	-9	-0.8	-21	-3
COc1cccc(-c2csc(N3CCN(C(=S)NCC(C)C)CC3)n2)c1	-2	-3	0	6	1	x	18	0.5	-36	-3
CCCCCCn1c(=O)[nH]c2c(c1=O)CCC2	-4	7	-6	9	20	12	5	0.6	-12	-3
CCC(=O)N1CCc2cc(S(=O)(=O)N3CCCCCC3)ccc21	0	-14	6	-3	-35	35	5	-1.0	7	7
COc1ccc(C2c3ccc(O)cc3Oc3ncn(Cc4ccco4)c(=N)c32)cc1 (stereo not given)	0	35	-13	-1	75*	4	6	-0.5	1	-2
CC1=C(n2nnc([N+](=O)[O-])n2)C(c2cccnc2)C(C#N)=C(N)O1 (stereo not given)	7	-5	10	10	-19	27	12	1.0	-6	1
COc1ccc(N=C2S/C(=C\c3ccc(Cl)c([N+](=O)[O-])c3)C(=O)N2CCN(C)C)cc1	2	73	81*	1	95*	6	14	1.0	-39	18
COc1cc(/C=N/NC(=O)c2ccc(Cn3cc([N+](=O)[O-])cn3)o2)cc(Br)c1O	1	7	6	14	-3	10	-2	0.1	-10	-4
CCOc1cc(/C=N/Nc2ncnc(Cl)c2N)ccc1O	-2	5	-89	11	-5	3	-1	-0.2	-33	8
CN(Cc1cn(C)nc1-c1ccc(Oc2ccccc2)cc1)Cc1cnc2ccccn12	0	-1	17	3	-10	15	15	-0.1	-38	3
c1ccc(CSc2ncnc3c2cnn3-c2ccccc2)cc1	0	-59*	-142	-10	-68	-9	-12	3.7	-5	7
COc1cccc(NC(=O)N2CCCC2C(=O)NC2CC2)c1 (stereo not given)	4	0	0	26	13	14	-3	-0.2	-20	1
C=CCOC(=O)C1=C(C)OC(N)=C(C#N)C1c1c(C)nn(-c2ccccc2)c1Cl (stereo not given)	4	x	x	x	x	16	x	x	-25	-1
O=C(NCc1ccccn1)c1ccc2c(=O)n(CCc3ccccc3)c(=O)[nH]c2c1	2	17	-30	-5	21	14	0	-0.5	-8	3
COc1cc(C(=O)Nc2ccc3nc(N4CCN(C)CC4)cc(C)c3c2)cc(OC)c1OC	-1	2	-103	-10	14	13	-1	0.9	-10	-3
CCOC(=O)c1oc2c(c1C)C(=O)CCC2	4	-3	0	-7	-5	10	1	-0.4	-19	7
COc1cc(CNCCc2ccc(S(N)(=O)=O)cc2)ccc1OCC(=O)NC1CCCCC1	-2	-3	-29	2	18	28	-3	0.0	-20	-1
O=C(CNc1ccccc1-c1ccccc1)NCc1ccccc1	-10	4	17	9	-8	5	1	-0.6	-11	-14
CC(C)[C@H](NC(=O)N1CCn2c1nc1ccccc12)C(=O)NC1CCCCC1	2	-3	1	8	-5	27	8	-0.2	-13	-9

Next section
SMILES	HSP90 refold inh	HSF1 inhib	aSyn UTR inh	Platelet DG rel	HSF-1 act	AI-2 QS mod	SKKanGAS inh	HIF activator	KLF5 inh	IEC-6 cytotox
CC(C)c1ccc(NC(=S)Nc2ccc3cn[nH]c3c2)cc1	10	-16	-94	-1	-32	0	-3	3.3	-75	-11
O=C(c1ccc(Br)cc1)c1cc([N+](=O)[O-])ccc1N1CCCCC1	4	-8	92*	4	-19	14	7	0.7	84*	87*
O=C(/C=C/c1cccc([N+](=O)[O-])c1)NCCSCc1cccc(Cl)c1	0	7	-16	0	8	8	-2	-0.7	-41	0
COC(=O)Nc1ccccc1C(=O)N1CCCCC1	1	18	1	11	34	19	-14	-0.1	-30	3
C=CCn1nnnc1SCC(=O)Nc1cccc(OC)c1	5	5	10	-4	-12	16	-7	-0.3	-11	7
CCN1CCN(C(=O)c2cc3sccc3n2CC(=O)c2ccccc2)CC1	1	-9	-14	-7	-15	13	-7	-0.5	-26	6
Cc1ccc(-n2c(SCC3CCCCO3)nnc2-c2ccco2)cc1 (stereo not given)	4	3	6	-5	16	9	-6	0.0	-21	1
Clc1ccc(-n2nnnc2-c2cnc3ccc(Cl)cc3c2-c2ccccc2)cc1	-2	4	-17	-13	12	27	27	0.2	-18	3
Cc1ccc(C)c(NC(=O)CSc2nnc(CCCCCNC(=O)OC(C)(C)C)o2)c1	0	6	10	1	15	24	-1	-0.2	-31	-4
COc1ccc(S(=O)(=O)N2CCCc3ccccc32)cc1OC	-4	5	10	-1	3	-1	1	0.4	-29	4
CCOC(=O)c1c(C)n(C)c2cc(Br)c(O)c(O)c12	-3	2	-5	4	10	24	-5	0.0	-10	4
Brc1ccc(-c2ccc(/C=N/Nc3nc4ccccc4[nH]3)o2)cc1	-1	203	-227	24	163*	43	89*	1.6	8	10
CCn1ccnc1CN(C)Cc1nc(-c2ccc(C(=O)OC)cc2)no1	8	2	-2	6	-16	-11	-6	0.2	0	8
C[C@@H](NC(=O)OC(C)(C)C)C(=O)NCC1CCC(C(=O)N[C@@H](Cc2ccccc2)C(=O)O)CC1 (stereo not given in full)	0	0	-9	-1	-3	4	5	-1.1	-17	2
O=C(CN1CCN(Cc2ccccc2)CC1)c1ccccc1	-3	-1	-4	-1	-10	18	1	-0.1	1	2
Oc1ccccc1CN1CCN(C(c2ccccc2)c2ccccc2)CC1	-2	6	15	-2	10	2	11	-0.4	-54	-7
Cc1csc(NC(=O)CCCC(=O)c2ccccc2)n1	4	0	-16	4	-4	0	0	1.4	-8	-6
COc1cc(C)ccc1OCCCOc1ccccc1Br	1	20	-149	5	27	27	u	2.4	-54	-2
Cn1c(CO)cnc1SCc1c(Cl)cccc1Cl	-2	6	3	2	0	0	-6	-0.2	-13	0
Cc1sc2ncnc(SCc3ccco3)c2c1C	-1	-9	30	u	5	4	18	-0.3	-3	1
COC(=O)CCNc1ccc2c(c1)OCCO2	15	-73*	-62	1	-71	13	-6	-1.0	-3	4
Cc1ccc(N2CCN(C(=O)c3cccs3)CC2)cc1C	-1	-6	-26	0	-14	6	-1	0.6	-11	2
CCC(Sc1ncccc1C(=O)OCCN1CCCC1=O)C(=O)NCc1ccco1 (stereo not given)	-1	-3	-22	-10	-3	9	3	-0.3	1	-1
O=C(CS(=O)(=O)Cc1ccccc1)Nc1ccccn1	2	-5	-1	2	-17	11	1	-0.1	0	1
CC12CN(Cc3ccccc3)CC(C)(CN(Cc3ccccc3)C1)C2=NO	1	5	4	1	-3	15	-5	-0.3	-18	0
O=C1COc2ccc(C(=O)COC(=O)CCSc3ccc(Cl)cc3)cc2N1	-2	-2	7	-2	-4	-1	-14	-0.3	6	-2

Screening data deposited in PubChem BioAssay by several laboratories.
